SENP6 inh = SENP6 protease inhibitors, primary screen, biochemical, luminescence, uHTS; AID 2599, 2010; 330,000 compounds, 1.8% hits; inhibition, % at 10 µM; Recombinant SENP6 catalytic domain, aminoluciferin luminescence;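 active = inhibition above about 50% at the single tested dose, limit read from the data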;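 note: plate controls were DMSO wells with enzyme for no effect and DMSO wells lacking enzyme for full effect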
HKDC1 inh = HKDC1 hexokinase inhibitors, primary screen, biochemical, fluorescence, uHTS; AID 493160, 2011; 340,000 compounds, 0.16% hits; inhibition, % at 20 µM; Q2TB90; recombinant HKDC1, G6PDH/diaphorase resazurin coupled fluorescence;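 active = inhibition above about 35% when tested at 20 µM, limit read from the data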;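 note: plate controls were DMSO wells with enzyme for no effect and DMSO wells lacking enzyme for full effect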
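Material: recombinant HKDC1 hexokinase; Amount: HKDC1 at 5 µg/mL; Medium: Tris pH 8.0 buffer with MgCl2, Tween-20, BSA, BME; Schedule: 90 min reaction incubation at room temperature, dark; Technique: coupled resazurin fluorescence, excitation 525 nm, emission 613 nm.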
Apaf-1 inh = inhibitors of human Apaf-1 apoptosome, primary screen, biochemical, DEVD-Rh110 fluorescence, uHTS; Apoptotic protease-activating factor 1 (Homo sapiens), O14727; reconstituted apoptosome caspase-3 activity; inhibition, % at 20 µM; 330,000 compounds, 0.71% hits; AID 489030, 2010; active = inhibition of at least 40% at 20 µM;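 note: plate controls were DMSO wells for no effect and DEVD-CHO caspase inhibitor wells for full effect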
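System: Apoptosome proteins | Medium: Hepes pH 7.5 with detergent and BSA | Also added: Cytochrome c trigger plus (Z-DEVD)2-Rh110 caspase-3 substrate | Incubation: 30 min compound preincubation, 50 min activation, room temperature | Detection: Rhodamine 110 fluorescence at Ex 480/Em 540 nm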
SENP8 block-1 = SENP8 protease inhibitors, primary screen, biochemical, luminescence. AID 2540, 2010. 330,000 compounds, 1.2% hits. purified SENP8, Z-RLRGG-aminoluciferin cleavage. inhibition, % at 10 µM. Sentrin-specific protease 8 (Homo sapiens), Q96LD8; in the data active = inhibition above about 50%
Target sequence (Q96LD8 whole entry, looked up): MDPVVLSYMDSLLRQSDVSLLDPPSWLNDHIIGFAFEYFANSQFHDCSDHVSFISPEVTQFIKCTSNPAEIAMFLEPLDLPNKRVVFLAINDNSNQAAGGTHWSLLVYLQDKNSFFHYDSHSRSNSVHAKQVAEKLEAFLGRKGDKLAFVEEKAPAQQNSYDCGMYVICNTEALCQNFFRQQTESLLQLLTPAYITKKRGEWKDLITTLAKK
SENP7 inh = SENP7 protease inhibitors, primary screen, biochemical, luminescence, uHTS | Sentrin-specific protease 7 (Homo sapiens), Q9BQF6 | recombinant SENP7, Z-RLRGG-aminoluciferin luminescence, 40 min | inhibition, % at 5 µM | 330,000 compounds, 1.5% hits;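 active = inhibition above about 50% at the single test dose, limit read from the data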;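 note: plate controls were DMSO with enzyme for no effect and no enzyme buffer wells for full effect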
Target sequence (Q9BQF6 706-1050 limits assumed): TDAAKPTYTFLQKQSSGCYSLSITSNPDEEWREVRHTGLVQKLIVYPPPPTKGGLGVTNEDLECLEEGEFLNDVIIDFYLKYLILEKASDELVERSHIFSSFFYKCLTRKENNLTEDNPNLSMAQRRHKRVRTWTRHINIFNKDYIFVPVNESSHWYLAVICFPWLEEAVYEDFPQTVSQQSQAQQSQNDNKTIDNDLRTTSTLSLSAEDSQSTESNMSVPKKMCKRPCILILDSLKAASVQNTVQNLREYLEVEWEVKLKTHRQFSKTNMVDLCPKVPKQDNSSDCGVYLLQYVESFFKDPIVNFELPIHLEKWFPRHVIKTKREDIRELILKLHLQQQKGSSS
PfG6PD inh = PfG6PD enzyme inhibitors, primary screen, biochemical, fluorescence intensity, uHTS; glucose-6-phosphate dehydrogenase-6-phosphogluconolactonase (Plasmodium falciparum 3D7); PfGluPho enzyme, NADPH resazurin-diaphorase fluorescence; inhibition, % at 20 µM; 350,000 compounds, 0.78% hits;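 active = inhibition reaching at least a set limit at 20 µM in the primary screen, cut at about 59% in these data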;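 note: 0% = DMSO wells with substrate and 100% = DMSO wells lacking glucose-6-phosphate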
SENP8 block-2 = human SENP8 protease inhibitors, primary screen, biochemical, fluorescence, Nedd8 protein substrate, uHTS. Sentrin-specific protease 8 (Homo sapiens), Q96LD8. inhibition, % at 20 µM. AID 602440, 2012. recombinant SENP8. 360,000 compounds, 0.64% hits; in the data active = inhibition mostly above about 40%, no sharp cut-off; inactive = mostly below about 27%
SENP1 FRET inh = human SENP1 catalytic domain inhibitors, primary screen, biochemical, FRET, uHTS; recombinant SENP1 catalytic domain, CyPet-SUMO1-YPet FRET cleavage; inhibition, % at 10 µM; 360,000 compounds, 0.21% hits;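 active = inhibition at least 30% at 10 µM, raw YFP signal under a set limit, fluorescence ratio 0.5 to 1.5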;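 note: 0% = enzyme with DMSO and 100% = no enzyme wells; some results filed as inactive read as strong as hits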
Target sequence (Q9P0U3 419-644 limits assumed): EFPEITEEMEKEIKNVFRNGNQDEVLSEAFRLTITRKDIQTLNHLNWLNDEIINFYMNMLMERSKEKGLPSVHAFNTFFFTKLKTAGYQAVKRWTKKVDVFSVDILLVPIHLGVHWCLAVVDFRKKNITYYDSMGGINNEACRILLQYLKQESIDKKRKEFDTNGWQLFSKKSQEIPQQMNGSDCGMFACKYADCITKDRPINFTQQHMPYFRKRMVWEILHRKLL
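System: Recombinant human SENP1 catalytic domain, His6-tagged | Incubation: Enzyme reaction for 50 min at room temperature, dark | Medium: Tris pH 8 with BME, BSA, NP40 and catalase | Also added: 25 nM SUMO1 FRET substrate | Compound: 10 µM single point, 0.5% DMSO | Measured by: FRET fluorescence in CFP and YFP emission channels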
* = called active by the depositor; . = not tested or not shown. Random draw from the library (roughly 3.6% active in at least one column).

SMILES	SENP6 inh	HKDC1 inh	Apaf-1 inh	SENP8 block-1	SENP7 inh	PfG6PD inh	SENP8 block-2	SENP1 FRET inh
O=C(NC1CCCC1)C(c1ccco1)N(C(=O)c1ccco1)c1ccccc1 (stereo not drawn)	-15	-1	3	-14	-8	-7	-2	2
CC(NC(=O)CCOc1ccccc1)c1ccccc1 (stereo not drawn)	4	-3	7	-9	13	-6	21	-1
COCCn1c(SCc2nc3ccccc3c(=O)[nH]2)nnc1-c1ccncc1	7	-4	-8	-4	0	4	3	-5
Nc1nc(Cl)cc(N2CCC(c3cc(-c4ccc(Cl)cc4Cl)n[nH]3)CC2)n1	-8	19	15	-1	10	24	7	-41
CCN(CC)C(=O)CNC(=O)Cc1ccc(Cl)cc1	3	-7	-11	2	7	-12	10	1
CCC(C)(C)NC(=O)Nc1cc(Cl)ccc1OC	-6	4	-2	-14	-5	1	14	2
C=CCc1cc(Cl)ccc1OCCN(C)C	-17	4	-11	-11	-2	1	6	3
Cc1ccccc1-n1c(-c2ccc(Br)o2)n[nH]c1=S	-15	1	-18	-5	-3	39	4	0
O=C(NCC1CCCO1)c1ccc2c(=O)n(Cc3ccco3)c(SCC(=O)N3CCCC3)nc2c1 (stereo not drawn)	-14	-10	-13	-1	-4	1	1	0
Cc1ccc(N2CC(C(=O)OCc3ccccc3F)CC2=O)cc1 (stereo not drawn)	26	0	4	-2	2	-11	23	3
CC(=O)N(C)c1ccc(N2CCOCC2)c2c1C(=O)c1ccccc1C2=O	-5	6	-18	2	0	-17	32	1
Cc1noc(C)c1S(=O)(=O)N1CCC(C(=O)NCCCN2CC(C)CC(C)C2)CC1 (stereo not drawn)	1	-3	0	5	6	7	13	1
O=C(N(c1ccccn1)c1ccccn1)C12CC3CC(CC(Cl)(C3)C1)C2	11	-7	-4	1	2	11	8	-2
CCOC(=O)c1c(NC(=O)COC(=O)CCOc2ccc(C)cc2)sc(C(=O)N(C)C)c1C	2	0	23	-3	8	5	-11	-2
COc1cc(NC(=O)CSc2nccc(C)n2)c(C)cc1[N+](=O)[O-]	-10	-12	2	-5	0	28	14	0
CCOc1ccc(OCC)c(NC(=O)CN(c2ccc(C)cc2)S(=O)(=O)c2c(C)noc2C)c1	-4	4	30	-3	-4	7	19	1
Cc1cc(C)n2cc(CSc3ccc(Cl)cc3)nc2n1	-8	5	3	-12	-4	16	-436	2
Cc1ccc(C(=O)c2cc3c(cc2[N+](=O)[O-])OCCO3)cc1	2	0	-19	-2	-3	-7	9	-1
CC[C@@H]1[C@H]2CCCC(=O)N3CC[C@@H](C[C@@H]1Nc1ccccc1)[C@@H]23	-6	-3	1	1	0	14	23	0
Cc1ccc(CN(C)CCc2ccccn2)cc1	11	2	-5	3	-1	-12	10	-3
CC(C)Cc1cc(C(=O)N2CCCC(C(=O)c3cc(F)ccc3F)C2)n(C)n1 (stereo not drawn)	7	-2	15	20	-4	9	14	1
O=C(COc1ccc(Cc2ccccc2)cc1)c1ccc(F)cc1	60*	1	16	26	52*	8	1	2
COc1cc(C(=O)N/N=C/c2coc3ccccc3c2=O)cc(OC)c1OC	-12	3	12	-2	6	-9	-24	2
COc1cccc(-n2c(Cc3cc(=O)[nH]c(=O)[nH]3)nnc2SCC(=O)N2CCCC2)c1	1	0	3	-1	0	-1	11	19

Ordered by the number under SENP6 inh (lowest first): some entries from above.
smiles	SENP6 inh	HKDC1 inh	SENP7 inh	PfG6PD inh	SENP1 FRET inh
Cc1ccccc1-n1c(-c2ccc(Br)o2)n[nH]c1=S	-15	1	-3	39	0
CC(=O)N(C)c1ccc(N2CCOCC2)c2c1C(=O)c1ccccc1C2=O	-5	6	0	-17	1
Cc1ccc(N2CC(C(=O)OCc3ccccc3F)CC2=O)cc1 (stereo not drawn)	26	0	2	-11	3

Of the compounds above, these contain a furan ring, fused or not.
SMILES	SENP6 inh	HKDC1 inh	Apaf-1 inh	SENP8 block-1	SENP7 inh	PfG6PD inh	SENP8 block-2	SENP1 FRET inh
O=C(NC1CCCC1)C(c1ccco1)N(C(=O)c1ccco1)c1ccccc1 (stereo not drawn)	-15	-1	3	-14	-8	-7	-2	2
Cc1ccccc1-n1c(-c2ccc(Br)o2)n[nH]c1=S	-15	1	-18	-5	-3	39	4	0
O=C(NCC1CCCO1)c1ccc2c(=O)n(Cc3ccco3)c(SCC(=O)N3CCCC3)nc2c1 (stereo not drawn)	-14	-10	-13	-1	-4	1	1	0

Later entries
SMILES	SENP6 inh	HKDC1 inh	Apaf-1 inh	SENP8 block-1	SENP7 inh	PfG6PD inh	SENP8 block-2	SENP1 FRET inh
Cc1c(C)c2c(OCC(=O)NCc3ccccn3)cc3c(c2oc1=O)CCC(C)(C)O3	-6	14	9	-7	0	33	-184	0
Cc1ccc(N(CCC#N)C(=O)COC(=O)C2CCN(c3ccc(C(F)(F)F)cn3)CC2)cc1	5	0	30	0	-2	20	-21	-1
COc1ccc(/C=N/NC(=O)c2cc(O)c(O)c(O)c2)cc1Cn1cc([N+](=O)[O-])cn1	.	16	.	.	.	53	16	3
CC(=O)CSc1nnc(-c2ccncc2)n1C	5	-1	-5	7	8	8	18	1
CC(Oc1ccc2c(-c3ccccc3)cc(=O)oc2c1)C(=O)NCc1ccccn1 (stereo not drawn)	-2	7	3	-1	-4	-8	-29	-3
COCCNC(=O)NC(=O)COC(=O)c1cccn1C	4	2	-7	-5	4	-9	3	1
CC(C)(C)CC(C)(C)NC(=O)Nc1cccc([N+](=O)[O-])c1	-25	0	-6	-11	-3	14	11	3
CCC1(CC)C(=O)C2=C3C1[C@H](C(=O)OC)C=C(C(=O)OC)C[C@H]3n1c(=O)n(C)c(=O)n1[C@H]2C (stereo partly drawn)	-3	-3	-3	-9	12	15	18	1
COc1ccc(-c2cn3c(C)c(C(=O)NCCN4CCOCC4)sc3n2)cc1	1	-3	-6	0	6	18	-8	4
CCOC(=O)Cc1csc(NC(=O)COc2cccc(C)c2)n1	-14	-12	15	-17	-5	-9	-2	1
O=C1COc2ccc(C(=O)COC(=O)c3ccco3)cc2N1	-2	-9	-18	-2	5	4	2	0
CN(C)CC/C=C1\c2ccccc2CSc2ccccc21	9	-7	-3	4	2	14	4	0
CC(C)c1ccc(N=C2NN=C(c3cccs3)CS2)cc1	-10	-6	16	-1	11	4	-6	14
O=c1cc(-c2ccccc2Cl)oc2c(NS(=O)(=O)c3ccccc3C(F)(F)F)ccc(O)c12	-16	-6	10	-14	9	-19	4	3
CN1C(=O)/C(=C/c2ccc(OCc3ccc(F)cc3)cc2)NC1=S	-1	4	10	0	13	16	13	-43
COc1cc(C)nc(N2CCCC(C(=O)Nc3ccccc3Br)C2)n1 (stereo not drawn)	-20	-11	-4	-7	-6	1	1	2
Cc1cc([N+](=O)[O-])ccc1NC(=O)Cc1ccc(F)cc1	-2	1	3	1	3	9	17	-2
COc1cc(OC)cc(N(C(=O)CNC(=O)c2cccs2)C(C(=O)NCC2CCCO2)c2ccc(OC)c(OC)c2)c1 (stereo not drawn)	-3	-8	4	-10	-3	-2	-6	-1
COc1ccc(NC(=O)/C=C/c2ccccc2[N+](=O)[O-])c(OC)c1	2	-3	-1	-9	-5	5	35	1
Cc1cc[n+](CC(=O)N2CCCc3ccccc32)cc1	10	5	0	3	11	-9	20	1
COc1cccc(CN(C)C(=O)c2cc(S(=O)(=O)N3CCN(c4ccccc4)CC3)ccc2Cl)c1	5	-2	17	12	-3	4	2	0
CN1CCN(/C=N/c2c(C#N)cnn2Cc2ccccc2)CC1	4	-14	-5	-1	6	0	10	1
O=C(/C=C/c1ccccc1)C1C(=O)c2ccccc2C1=O	20	-6	21	3	23	40	11	2
CCOC(=O)C1(CCOc2ccccc2)CCN(Cc2cnc(C)[nH]2)CC1	9	1	-4	2	6	-11	6	1
Cc1n[nH]c(C)c1S(=O)(=O)N1CCCC(C(=O)NCc2cccs2)C1 (stereo not drawn)	-12	-1	7	-7	-6	-10	23	-1
CC1CCCN(S(=O)(=O)c2ccc(CN3C(=O)c4cccnc4C3=O)cc2)C1 (stereo not drawn)	-9	1	4	-1	0	-11	10	0
CCN1CCCC1CNCc1cccc(OC)c1OCc1ccc(F)cc1 (stereo not drawn)	-13	-8	0	-2	4	5	29	0
COC(=O)C1Sc2[nH]c(=O)sc2C(c2ccc(Cl)cc2)C1C(=O)OC (stereo not drawn)	0	-1	4	-9	-4	-42	15	-4
CCC[C@H]1COCCS(=O)(=O)N1Cc1ccccc1	-16	-6	4	-12	-9	0	11	3
Cc1ccc(OCc2cc(C(=O)NCc3ccc(OC(F)(F)F)cc3)no2)cn1	1	0	9	11	4	38	9	-2
Nc1cc(Cl)ccc1C(=O)OCC(=O)NC1CCCCC1	-9	-4	4	-1	-1	3	-398	0
OC(CN1CCN(c2cccc(Cl)c2)CC1)c1ccccc1 (stereo not drawn)	-13	0	5	-1	5	-3	9	1
COc1ccc(/C=C(/C#N)S(=O)(=O)c2ccc(C)cc2)cc1	-6	15	-6	-2	-1	-7	20	2
CCc1noc(C)c1C(=O)Nc1ncc(C)s1	-17	-9	-3	-7	-6	-7	6	-1
Cc1sc2c(=O)n3c(nc2c1C(=O)NCCCN1CCOCC1)CCCCC3	-6	-4	-8	7	0	-3	9	-1
CCn1c(CNc2ccc(OC)cc2)nnc1SCC(=O)Nc1ccc(F)cc1	-7	-1	8	-6	-3	2	22	1
O=C(NC(=S)NC1CCCCC1)c1ccc(F)cc1	-6	0	23	-15	-13	13	-1	0
Cn1c(=O)c2c(-c3ccccc3)n(N3CCOCC3)cc2n(C)c1=O	5	4	-7	-7	2	-7	-46	2
CCc1nc2ccc(C(=O)NCCCN3CCN(c4ccccc4F)CC3)cc2nc1CC	-12	2	10	-1	-2	-6	23	0
CCCCN(CC)CCCNC(=O)c1ccc(CS(=O)(=O)c2c(Cl)cccc2Cl)o1	-11	0	5	8	-3	-15	7	-1
CC(C)c1ccc(NC(=S)N2CCN(Cc3ccccc3)CC2)cc1	-5	1	5	0	2	-23	11	3
Cc1cc(C(=O)Nc2nc3ccc(Cl)cc3s2)nn1C	-7	-7	-15	-4	48	-3	-8	-1
CCn1cc(C2C3=C(CC(C)(C)CC3=O)N(c3ccc(C)cc3)C3=C2C(=O)CC(C)(C)C3)c(C)n1	.	-9	.	.	.	-1	-70	-13
Cc1cccc(NC(=O)COC(=O)c2cccc3c2C(=O)c2ccccc2C3=O)c1C	-7	-3	18	-8	-2	-4	26	-3
COc1cccc(NC(=O)CN(C)C(=O)Cc2ccc3c(c2)CCC3)c1	14	-2	-3	4	3	14	4	-1
COC(=O)c1cc(NS(=O)(=O)c2ccc(NCc3cccnc3)c(N)c2)cc(C(=O)OC)c1	-4	-1	10	-4	6	11	-38	-1
COc1ccccc1/C=N/OCc1ccc(C#N)cc1	-12	0	11	-20	-9	5	16	0
Cc1cccc2cc3ccccc3nc12	-3	-2	-15	-4	6	12	-267	-15

Screening data: PubChem, Sanford-Burnham Center for Chemical Genomics
